Bioassay records (PubChem BioAssay)
BAP1 inh: inhibitors of human BAP1 deubiquitinase; Q92560; recombinant BAP1, Ub-AMC hydrolysis fluorescence kinetic; active compounds read low; activity remaining (% of control), % at 20 µM; 72,000 tested, 0.48% active; AID 436;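 active = activity remaining at or below 50% of control, provided the compound also passes the data quality filters; inactive = the rest, including low values that fail the filters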;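 also: 100% = DMSO wells rate and 0% = substrate alone blank rate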
Target sequence (Q92560 whole entry, looked up): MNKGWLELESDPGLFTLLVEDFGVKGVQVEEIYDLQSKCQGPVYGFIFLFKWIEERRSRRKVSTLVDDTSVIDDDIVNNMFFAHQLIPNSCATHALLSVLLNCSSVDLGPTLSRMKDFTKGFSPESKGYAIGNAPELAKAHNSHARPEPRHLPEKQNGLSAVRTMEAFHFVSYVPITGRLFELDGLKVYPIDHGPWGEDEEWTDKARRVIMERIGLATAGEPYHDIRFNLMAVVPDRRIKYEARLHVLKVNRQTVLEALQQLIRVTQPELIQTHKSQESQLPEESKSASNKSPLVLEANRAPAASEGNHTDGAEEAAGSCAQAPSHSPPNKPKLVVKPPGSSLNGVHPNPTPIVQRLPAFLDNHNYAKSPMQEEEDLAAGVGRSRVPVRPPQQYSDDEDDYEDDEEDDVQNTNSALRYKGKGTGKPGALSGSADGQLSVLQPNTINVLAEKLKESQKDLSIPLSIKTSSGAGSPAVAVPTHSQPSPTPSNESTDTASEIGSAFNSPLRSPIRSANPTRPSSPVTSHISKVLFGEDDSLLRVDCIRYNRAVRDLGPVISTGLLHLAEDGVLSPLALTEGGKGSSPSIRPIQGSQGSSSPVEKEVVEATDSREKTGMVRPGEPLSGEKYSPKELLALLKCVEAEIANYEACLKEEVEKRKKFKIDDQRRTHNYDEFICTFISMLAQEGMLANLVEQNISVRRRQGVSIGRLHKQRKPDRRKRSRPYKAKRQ
HePTP inh: inhibitors of human HePTP phosphatase; P35236; 110,000 tested, 0.64% active; inhibition, % at 20 µM; recombinant HePTP phosphatase activity, OD absorbance; AID 521; in the data active = inhibition above about 50%;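 also: plate controls were vehicle for no effect and reference inhibitor for full effect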
Target sequence (P35236 whole entry, looked up): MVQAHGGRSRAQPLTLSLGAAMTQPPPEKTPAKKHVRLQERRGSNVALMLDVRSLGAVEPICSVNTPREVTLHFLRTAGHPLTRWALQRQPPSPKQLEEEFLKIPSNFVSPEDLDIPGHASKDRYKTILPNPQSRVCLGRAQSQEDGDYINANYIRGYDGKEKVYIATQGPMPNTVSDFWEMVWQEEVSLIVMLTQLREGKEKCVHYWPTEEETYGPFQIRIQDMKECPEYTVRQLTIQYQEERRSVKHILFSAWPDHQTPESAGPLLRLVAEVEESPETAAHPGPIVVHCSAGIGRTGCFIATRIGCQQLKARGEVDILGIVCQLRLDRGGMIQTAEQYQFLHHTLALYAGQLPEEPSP
Active calls of the source: *; x = no result given; & = joins results of further samples.

HePTP inh	BAP1 inh	SMILES
-3	x	O=C(Nc1ccc(Br)cc1)C1c2ccccc2Oc2ccccc21
x	85	COc1ccccc1-c1csc(NC(=O)c2cccc(Oc3ccccc3)c2)n1
-5	78	CCOc1ccc2nc(-c3ccccc3)[nH]c2c1
5	104	Cc1ccc(CN2C(=O)CCC2C(=O)NCCN2CCOCC2)cc1 (centres undefined)
4	110	CCc1sc(NS(C)(=O)=O)nc1-c1ccccc1
-12	100	COC(=O)c1c[nH]n2c(=O)cc(C)nc12
-12	x	Cc1cccc(NC(=O)CN(c2ccc(F)cc2)S(=O)(=O)c2ccccc2)c1
-4	82	O=C(NCCN1CCOCC1)c1ccccc1-c1ccccc1
-5	x	COCCNC(=O)c1ccccc1NC(=O)CN(c1ccc2c(c1)OCO2)S(C)(=O)=O
0	x	O=C(NCCCN1CCOCC1)/C(=C/c1ccc(-c2cccc(Cl)c2)o1)NC(=O)c1ccccc1
3	x	CC1(C)C(c2cccs2)=[N+]([O-])C2(CCCCCC2=O)N1O (centres undefined)
-4	433	COc1cc(-c2nnc(-c3ccncc3)o2)ccc1OCc1ccccc1
9	x	COc1ccccc1C(=O)N1CCN(C=O)CC1
2	86	O=C(Nc1ccccc1)NC1(C(=O)NCc2ccc3c(c2)OCO3)CCCCC1
3	166	Cc1cc(NC(=O)c2cnn3c(C(F)F)cc(C4CC4)nc23)no1
6	68	Cc1c(C(=O)O)sc(=S)n1-c1ccccc1
11	91	CC(C)(C)c1cnnn1-c1ccc(NC(=O)c2ccc3c(c2)OCO3)cc1
-4	x	O=[N+]([O-])c1ccc(Nc2c(F)c(F)c(F)c(F)c2F)cc1
4	x	O=C1OC(c2ccc(Cl)cc2)=C/C1=C\c1cccnc1
4	x	COc1ccc(-c2[nH]ncc2C=O)cc1OC
6	94	O=C(CCSc1ccccc1)N1CCN(C(=O)c2ccco2)CC1
13	73	Cc1cnn(C(=S)NCCc2ccccc2)c1
-11	x	c1ccc(-c2noc(-c3cccc4ccccc34)n2)cc1
7	55	COc1ccc2nc(C)cc(SCC(=O)O)c2c1
-11	x	Cc1onc(-c2ccccc2)c1C(=O)N1CCN(C)CC1
2	x	CC(C)CN1C(=O)/C(=C/c2cccs2)SC1=S
9	104	O=C(Cn1[nH]c(=O)c2ccccc2c1=O)OCC(=O)N1CCc2ccccc2C1
6&-2	94	COc1ccc(CC/C(=N\O)C2(O)CCCCC2)cc1
-2	x	CCOc1ccc(-c2cc(C)n3nc(C(=O)N4CCOCC4)cc3n2)cc1
-1	x	O=C(COc1ccccc1Cl)N/N=C/c1ccc(-c2ccccc2[N+](=O)[O-])o1
-3	x	Cc1ccc(/C=C/C(=O)NCCc2ccccc2)o1
0	x	O=c1oc2cc(Oc3ccc(C(F)(F)F)cc3[N+](=O)[O-])ccc2c2c1CCCC2
x	66	Cc1ccc(S(=O)(=O)N2CCSC2c2ccccc2Cl)cc1 (centres undefined)
11	93	O=C(Nc1ccc2c(c1)OCCO2)C1CCCN(S(=O)(=O)Cc2ccccc2)C1 (centres undefined)
-4	x	O=C(CC1Sc2ccc(C(F)(F)F)cc2NC1=O)Nc1ccccc1F (centres undefined)
13	93	O=C(NCc1ccco1)C(C(=O)c1ccccc1)n1ccccc1=O (centres undefined)
6	112	Cc1ccccc1Nc1nc(N)nc(COC(=O)c2cccn2C)n1
6	91	COc1ccc(-n2nnc3c(=O)n(CC(=O)N4CCCCC4)cnc32)cc1
3	112	Cc1ccsc1C(=O)OCC(=O)N1CCOCC1
6	153	CCCOC(=O)CSC1=C(C#N)C(c2ccc3c(c2)OCO3)CC(=O)N1 (centres undefined)
-5	x	CCN(CC)CCCNC(=O)c1cccc([N+](=O)[O-])c1C
7	x	O=C(CCCN1C(=O)c2cccc3cccc(c23)C1=O)N1CCN(c2ccccc2)CC1
0	x	COc1cc(CN2CCN(Cc3ccncc3)CC2)cc(OC)c1O
1	x	O=[N+]([O-])c1ccc(-c2noc(CCc3ccccc3)n2)cc1
10	71	CCn1c(SCC(=O)Nc2cc(C)on2)nnc1-c1cccnc1
0	x	COc1ccc2c(c1)nc(SCC(O)c1ccccc1)n2C (centres undefined)
-7	x	Cc1ccc(CNC(=O)CN(c2cccc([N+](=O)[O-])c2)S(=O)(=O)c2ccccc2)cc1
2	x	O=C(/C=C/Nc1ccccc1F)c1ccc(Br)cc1
-3	x	COc1ccc(S(=O)(=O)N2CCN(C3CCC(C)CC3)CC2)cc1 (centres undefined)
-7	x	COc1ccc(NC(=O)c2ccccc2C(F)(F)F)cc1
-4	x	Cc1nnc(N(CCC(N)=O)CCC(N)=O)s1
9	x	CCOc1ccc(C(=O)NCCNc2ccc([N+](=O)[O-])cc2)cc1Cl
x	206	CC(=O)Oc1ccc2c(=O)c(-c3csc(C)n3)coc2c1
-3	x	COc1ccc(C(=O)CSc2nnc(-c3ccco3)n2-c2ccccc2)cc1
-7	118	Cc1ccsc1C(=O)N1CC(=O)Nc2ccccc21
2	103	CCC(c1nnnn1Cc1ccccc1)N1CCN(C(=O)c2ccco2)CC1 (centres undefined)

Retrieved one by one from the list above:
HePTP inh	BAP1 inh	SMILES
9	x	CCOc1ccc(C(=O)NCCNc2ccc([N+](=O)[O-])cc2)cc1Cl
-7	118	Cc1ccsc1C(=O)N1CC(=O)Nc2ccccc21
-3	x	COc1ccc(C(=O)CSc2nnc(-c3ccco3)n2-c2ccccc2)cc1
x	206	CC(=O)Oc1ccc2c(=O)c(-c3csc(C)n3)coc2c1
-7	x	COc1ccc(NC(=O)c2ccccc2C(F)(F)F)cc1

(list continues)
HePTP inh	BAP1 inh	SMILES
0	96	COc1cc(C2c3c(oc4c(C)cc(C)cc4c3=O)C(=O)N2Cc2cccnc2)ccc1O (centres undefined)
6	x	Cc1cc(=O)oc2cc(OCC(=O)OCc3ccccc3)ccc12
-7	87	Cc1ccccc1NC(=O)c1c(NC(=O)c2ccc([N+](=O)[O-])cc2)sc2c1CCCCC2
-11	x	Cc1cc(/C=N/N2C(=O)c3ccccc3C2=O)c(C)n1-c1ccc(N(C)C)cc1
18	148	O=C(CNS(=O)(=O)c1ccc(F)cc1)N1CCN(c2ccc(F)cc2)CC1
1	x	COC(=O)c1ccc(-c2ccc(/C=C3/SC(=S)N(Cc4ccccc4)C3=O)o2)cc1
x	56	Cc1ccc(C(=O)C2C(=O)c3ccccc3C2=O)cc1
6	x	Cc1ccc(Oc2ccccc2)c(NC=O)c1
4	121	CC(=O)Nc1ccc(N(C(=O)c2cnccn2)C(C(=O)NC2CCCCC2)c2ccc(O)cc2)cc1 (centres undefined)
x	116	CCCn1c(=O)n(C)c(=O)c2c3oc(=O)c(NC(=O)c4ccc(F)cc4)cc3[nH]c21
-7	117	CS(=O)(=O)c1ccc(Cl)c(NC(=O)C2CC(=O)N(Cc3ccccc3)C2)c1 (centres undefined)
-20	122	CC(C)CCNC(=O)NC(=O)CSc1nnc(COc2ccccc2Cl)o1
1	x	O=C(O)/C=C/c1ccc(S(=O)(=O)N2CCN(CCN3C(=O)C4C5C=CC(C5)C4C3=O)CC2)cc1 (centres undefined)
8	x	CC1CCCN(C(=S)SCC(=O)c2cc(Br)cc(Br)c2O)C1 (centres undefined)
-21	x	CC(=O)Oc1c(-c2ccc(Cl)cc2)c2nc3ccccc3nc2c2ccccc12
11	x	Oc1ccc(Br)cc1-c1nc2cnccn2c1NC1CCCC1
0	84	COc1ccc(NC(=O)COc2ccccc2C#N)c(S(=O)(=O)N2CCCCC2)c1
5	x	COc1ccc(CCNC(=O)COc2ccccc2Cl)cc1
-6	x	CCOC(=O)C1=CN(c2ccc(C)c(C)c2)C=C(C(=O)OCC)C1c1ccsc1
4	x	CCOC(=O)c1c(N)sc(C)c1-c1ccc(Cl)cc1
-4	x	O=C(Cc1ccc(Cl)cc1)Nc1cc(Cl)c(Cl)cc1Cl
1	92	COc1ccccc1CNC(=O)C1CCN(S(=O)(=O)c2cccc3cccnc23)CC1
-6	x	CCOc1cccc(C(=O)Nc2nc(-c3ccc(F)cc3F)cs2)c1
-4	93	CC1CCCC(NC(=O)Cn2cc3c(n2)CCCCC3)C1C (centres undefined)
9	x	O=c1c2c3c(sc2nc(SCc2ccccc2Cl)n1-c1ccccc1)CCC3
1	x	CC(NC(=O)C(=O)NCCN1CCN(C(=O)c2ccc(Cl)cc2Cl)CC1)c1ccccc1 (centres undefined)
5	x	COc1ccc(OC)c(S(=O)(=O)N2CCC(C)CC2)c1
3	168	CC(=O)Nc1ccc(S(=O)(=O)N2CCN(CCCOc3cc(C)ccc3C)CC2)cc1
3	x	COc1cc(OC)cc(C(=O)N2CCN(Cc3ccccc3[N+](=O)[O-])CC2)c1
11	101	COc1cc2c(cc1OC)CN(C(=O)c1cccs1)CC2
9	104	CC/C(=N\O)c1ccc(O)c(OC)c1
4	x	C=CCN1C(=O)/C(=C/c2c(C)cc(C)cc2C)SC1=S
5	100	CC1CC(C)CN(CCCNC(=O)COc2cc(=O)n(C)c3ccccc23)C1 (centres undefined)
10	86	COC(=O)c1[nH]nc2c1C(=O)N(C1CCCCC1)C2=O
1	x	COc1ccc(C)cc1NC(=O)COc1cccc2ccccc12
-4	x	Cn1cnnc1SCC(=O)c1ccco1
-4	103	Cc1cc(C(=O)Nc2cc(C)n(Cc3ccc(Cl)cc3)n2)no1
7	107	COCCN1C(=O)c2ccccc2C(C(=O)NCC2CCCO2)C1c1c[nH]c2ccccc12 (centres undefined)
x	106	CC1(C)NC(=O)N(CC(O)CN(c2cccc3ccccc23)S(=O)(=O)c2ccccc2)C1=O (centres undefined)
-14	x	Cc1ccc2c(c1)NC(c1ccc(Cl)cc1)C1=C(CC(C)(C)CC1=O)N2 (centres undefined)

Some of these compounds in order of their number in HePTP inh, falling.
Compound | HePTP inh | BAP1 inh
Cc1cc(NC(=O)c2cnn3c(C(F)F)cc(C4CC4)nc23)no1 | 3 | 166
CC(C)CN1C(=O)/C(=C/c2cccs2)SC1=S | 2 | x
O=C(Nc1ccc(Br)cc1)C1c2ccccc2Oc2ccccc21 | -3 | x

Following part
HePTP inh	BAP1 inh	SMILES
0	92	COc1ccc(-c2nnn(CC(=O)c3c[nH]c4ccccc34)n2)cc1OC
4	90	O=S(=O)(c1cc(Cl)ccc1Br)N1CCOCC1
-3	99	Cc1oc(-c2ccc(Cl)cc2)nc1CN1CCC(C(=O)N2CCN(Cc3ccccc3)CC2)CC1
6	x	CC1(C)NN(c2ccccc2)C(=S)N1CN1CCOCC1
6	103	CN1CCc2c(sc3c2C(=O)NC(c2ccc(-c4cccc(Cl)c4)o2)N3)C1 (centres undefined)
2	100	CC(C)n1c(SCC(=O)N2CCCC2)nc2c1c(=O)n(C)c(=O)n2C
-15	x	Cn1c(/C=C/c2ccc3c(c2)OCO3)nc2ccccc2c1=O
4	x	O=C(N/N=C/c1cccc([N+](=O)[O-])c1)C(=O)N1CCCCCC1
8	111	COc1cccc(C(=O)Nc2ncc3c(n2)CC(C)(C)CC3=O)c1
7	x	CCc1c(C)sc(NC(=O)CC#N)c1C#N
5	x	COc1ccc(/C=C/C(=O)O)cc1S(=O)(=O)NCCO
7	x	CCc1ccc(-c2cc(C(=O)N3CCN(c4ccc(F)cc4)CC3)c3ccccc3n2)cc1
1	91	CCn1c(SCC(=O)NC2CCCCC2)nnc1-c1cccs1
-2	98	Cc1occc1-c1nnc(SCC(=O)Nc2ccccc2)n1CCc1ccccc1
3	50	COc1ccc(C(c2nnnn2Cc2ccccc2)N2CCN(c3ccccc3)CC2)cc1 (centres undefined)
-11	118	CC(C)N1C(=O)c2ccccc2C1C(=O)NC1CCCCCC1 (centres undefined)
8	124	Cc1nc2cc(CO)ccc2n1C
1	99	CCCS(=O)(=O)N1CCC(C(=O)N2CCN(C(=O)OCC)CC2)CC1
-1	99	Cc1cc(C)n(-c2nc3c(c(=O)[nH]c(=O)n3C)n2CC(O)c2ccccc2)n1 (centres undefined)
10	119	CCSc1nc(O)c(C2OC(=O)c3c2ccc(OC)c3OC)c(=O)n1CC (centres undefined)
-10	x	CCN(CC)c1ccc(C=C(C(C)=O)C(C)=O)c(OC(C)=O)c1
7&-3	92	O=S(=O)(c1ccccc1)N1CCN(Cc2ccccc2C(F)(F)F)CC1
6	x	CCCS(=O)(=O)N1CCN(C(=O)c2ccc(-c3ccccc3)cc2)CC1
10	118	O=C(O)CSc1sc(=S)sc1SCC(=O)O

The last 6 compounds of the part before are carried over, then new ones follow.
HePTP inh	BAP1 inh	SMILES
-1	99	Cc1cc(C)n(-c2nc3c(c(=O)[nH]c(=O)n3C)n2CC(O)c2ccccc2)n1 (centres undefined)
10	119	CCSc1nc(O)c(C2OC(=O)c3c2ccc(OC)c3OC)c(=O)n1CC (centres undefined)
-10	x	CCN(CC)c1ccc(C=C(C(C)=O)C(C)=O)c(OC(C)=O)c1
7&-3	92	O=S(=O)(c1ccccc1)N1CCN(Cc2ccccc2C(F)(F)F)CC1
6	x	CCCS(=O)(=O)N1CCN(C(=O)c2ccc(-c3ccccc3)cc2)CC1
10	118	O=C(O)CSc1sc(=S)sc1SCC(=O)O
8	93	COc1cc(C(=O)Nc2nnc(CC(=O)N3CCOCC3)s2)cc(OC)c1OC
0	x	COc1cccc(/C=C/C(=O)c2ccc(Cl)cc2)c1
4	x	O=C(/C=C/c1ccc2c(c1)OCO2)Nc1ncccn1
4	97	CCS(=O)(=O)N1CCC(C(=O)NCCN2CCN(Cc3ccccc3)CC2)CC1
7	x	Cc1ccc(C(=O)c2ccc([N+](=O)[O-])cc2)c(C)c1
-2	67	CC1Cc2ccccc2N1C(=O)Cn1c(=O)oc2cc(S(=O)(=O)N3CCCCC3)ccc21 (centres undefined)
-8	x	CCCN1CCC(=NNC(=O)c2ccc(Br)o2)CC1
2	74	CC(C)CCn1c(SCCc2ccccc2)nc2c1c(=O)[nH]c(=O)n2C
8	88	Cc1cccc(-n2nnc(C(=O)N3CCc4ccccc4C3)c2N)c1
5	85	CCn1c(Oc2ccc(Oc3ncc(Cl)cc3Cl)cc2)nc2c1c(=O)n(C)c(=O)n2C
2	x	CCCOc1ccc(C(=O)Nc2ncc(Cc3cccc(Cl)c3)s2)cc1
